Screening results (PubChem BioAssay)
Abeta yeast res: A-beta toxicity reversal in yeast | AID 1347071 | yeast expressing A-beta42, growth rescue, OD600, 48 h; response scale: 0% DMSO, 100% iron-clioquinol control | Potency, µM (titrated, usually from 46.1 µM), for the others: at the highest dose growth rescue, most hits filed as activators | hit rate 0.063% among 410,000; also: potency is read from the fitted curve at half-maximal effect; nearly all actives have a fitted effect of over 55% in size
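Yeast A-beta toxicity model in growth medium with pinned compounds, 48 h at 30 C; growth read as absorbance at 600 nm. Normalized to FeCl3/clioquinol equimolar mix (positive) and DMSO (negative).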
FUS yeast rescue: suppressors of FUS proteinopathy in yeast. AID 1347120. S. cerevisiae FUS-expressing, growth rescue, OD600, 24 h. hit rate 0.24% among 390,000. Potency, µM (top dose mostly 76.6 µM), without a hit: at the top dose growth rescue (activation), most hits filed as activators;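 also: potency is read from the fitted curve at half-maximal effect; plate controls were DMSO vehicle for no effect and reference control for full effect; nearly all actives have a fitted effect of over 55% in size; some results filed as inactive show a strong effect at the top dose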
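FUS-expressing yeast, raffinose-pregrown, induced in 2% galactose minimal medium at OD 0.005; compounds in a dilution series, 24hr at 30C. Growth restoration read as absorbance at 600 nm. CP55940 positive control, DMSO negative.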
EPAC2 antag: antagonists of human EPAC2; EPAC2 GEF exchange of Rap1B-BODIPY-GDP, fluorescence; Q8WZA2; hit rate 0.18% among 360,000; Potency, µM (highest dose often 114 µM), for the others: at the highest dose activity, negative = inhibition, usual class: inhibitors; also: potency is read from the fitted curve at half-maximal effect; % is scaled to controls: 0 for no effect and ±100 for the full control effect; nearly all actives have a fitted effect of over 45% in size; many of its hits are not listed in these tables
Target sequence (Q8WZA2 whole entry, looked up): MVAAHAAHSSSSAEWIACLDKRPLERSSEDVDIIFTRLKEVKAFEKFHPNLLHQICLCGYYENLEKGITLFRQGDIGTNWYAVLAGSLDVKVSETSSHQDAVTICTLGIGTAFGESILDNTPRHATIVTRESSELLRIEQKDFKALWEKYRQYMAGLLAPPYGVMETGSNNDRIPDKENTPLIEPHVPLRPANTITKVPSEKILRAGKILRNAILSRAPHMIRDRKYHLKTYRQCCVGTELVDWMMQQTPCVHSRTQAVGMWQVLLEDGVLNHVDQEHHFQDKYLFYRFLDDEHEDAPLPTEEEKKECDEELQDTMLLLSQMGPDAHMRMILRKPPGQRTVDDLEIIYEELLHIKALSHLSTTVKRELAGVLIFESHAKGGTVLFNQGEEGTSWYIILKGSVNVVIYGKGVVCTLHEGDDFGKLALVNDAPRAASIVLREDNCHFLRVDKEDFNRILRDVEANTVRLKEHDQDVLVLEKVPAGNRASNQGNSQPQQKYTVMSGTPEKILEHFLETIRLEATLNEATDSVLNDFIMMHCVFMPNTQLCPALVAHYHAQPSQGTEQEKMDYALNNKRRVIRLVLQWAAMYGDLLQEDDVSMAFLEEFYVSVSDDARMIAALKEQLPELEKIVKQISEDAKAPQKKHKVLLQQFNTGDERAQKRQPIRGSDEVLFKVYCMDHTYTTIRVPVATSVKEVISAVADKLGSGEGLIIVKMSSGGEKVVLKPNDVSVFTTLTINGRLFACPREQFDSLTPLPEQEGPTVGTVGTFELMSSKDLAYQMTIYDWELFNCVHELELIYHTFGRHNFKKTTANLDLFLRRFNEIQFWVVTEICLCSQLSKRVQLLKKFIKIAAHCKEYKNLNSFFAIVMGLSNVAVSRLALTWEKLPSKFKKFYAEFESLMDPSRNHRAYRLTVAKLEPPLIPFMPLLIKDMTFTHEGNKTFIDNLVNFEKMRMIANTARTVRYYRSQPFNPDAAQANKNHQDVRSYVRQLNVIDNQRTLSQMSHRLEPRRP
TDP43 rescue: rescues yeast growth from TDP-43 toxicity. TDP-43 expressing yeast growth rescue, BacTiter-Glo, 24 h. Potency, µM (titrated, usually from 46.1 µM), without a hit: at the highest dose growth rescue (activation), usual class: activators. hit rate 1.8% among 410,000. AID 652104; also: potency is read from the fitted curve at half-maximal effect; % of control where 0% means no effect; nearly all actives have a fitted effect of over 50% in size
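Growth rescue of TDP-43-toxic yeast measured as ATP luminescence (BacTiter-Glo). Cells grown to mid-log in raffinose, induced in galactose at OD600=0.02, exposed to compound 24 hr at 30 deg C.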
D3 antag: antagonists of human D3 dopamine receptor | D3R cells, DiscoveRx beta-arrestin luminescence, antagonist mode; hits give low values | max response, negative = inhibition, % | hit rate 2.5% among 360,000 | AID 652054; in the data active = max response below about -50%; inconclusive = no clear call, values can overlap the other calls; also: % is scaled to controls: 0 for no effect and ±100 for the full control effect; mostly tested at two doses, the higher about 12 µM
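Cells expressing the human receptor were seeded at 1500 cells/well, incubated overnight at 37 degrees C in 5% CO2, then exposed to library compounds with dopamine controls for 90 minutes at 37 degrees C before luminescent detection.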
D3 ag: agonists of human D3 dopamine receptor. D3R DiscoveRx beta-arrestin cells, luminescence, 90 min. max activation, %. hit rate 0.58% among 410,000. AID 652048; in the data active = max activation above about 30%; also: 0% is about no effect; mostly tested at two doses, the higher about 12 µM
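Cells at 1500/well, incubated overnight, then treated with pinned compounds (dopamine as control) for 90 min at 37 degrees C. DiscoveRx reagent added for 30 - 60 minutes at room temperature; luminescence read.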
EPAC2 ag: agonists of human EPAC2 (RAPGEF4) | Potency, µM (highest dose often 154 µM), without a hit: at the top dose activation, hits mostly activators | Q8WZA2 | hit rate 0.079% among 360,000 | EPAC2 activation, biochemical qHTS; response scale: 100% = 6.5 mM cAMP response; also: potency is read from the fitted curve at half-maximal effect; nearly all actives have a fitted effect of over 50% in size
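Setup: EPAC2 100 nM, labeled Rap1B complex 250 nM, free GDP 50 uM. Compound titrations pinned in, brief spin, 5 min room temperature incubation. Kinetic fluorescence read over 30 min, normalized to 6.5 mM cAMP.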
aSyn yeast inh: alpha-synuclein toxicity inhibition in yeast; Potency, µM (highest dose often 46.1 µM), for the others: at the top dose growth rescue (activation), usual class: activators; hit rate 0.14% among 370,000; Yeast expressing alpha-synuclein, growth rescue, BacTiter-Glo, 24 h; AID 652106; also: potency is read from the fitted curve at half-maximal effect; % of control where 0% means no effect; nearly all actives have a fitted effect of over 65% in size
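Screening used galactose-induced yeast with toxic alpha-synuclein levels, exposed to compound for 24 hr at 30 deg C. Cell growth, read with BacTiter-Glo luminescence, gave the measured signal.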
An asterisk follows results filed as active; ? = inconclusive; . = not tested or not shown; [ ] = dose if it differs, or a comment. Unless noted, calls follow the shape of the dose curve; as a rule, active = well fitted curve in the direction sought with a large enough effect; inconclusive = small, poorly fitted or top-dose-only effect, or another doubt; inactive = no such curve, though single readings can be large; an effect the other way counts as inactive or inconclusive.

SMILES | Abeta yeast res | FUS yeast rescue | EPAC2 antag | TDP43 rescue | D3 antag | D3 ag | EPAC2 ag | aSyn yeast inh
COc1ccc(C(=O)NCc2ccc(N3CCN(C(=O)OC(C)(C)C)CC3)cc2)cc1 | 14% | . | -14% | 13% | 12 | 5 | 2% | 6%
O=C(COC(=O)c1ccc(O)cc1)NCCc1c[nH]c2ccccc12 | -20% | . | -5% | -12% | 8 | 0 | 2% | 1%
COc1ccc(NC(=O)c2cc3nc(-c4ccccc4)cc(C)n3n2)cc1OC | 20% | ? | -9% | -11%[0.397 µM] | -8 | 13 | 8% | 3%
CC(C)/C=C/C(=O)N1CCCC(N2CCN(c3ccccc3F)CC2)C1 (stereo unspecified) | -11% | 8% | -4% | -3% | -18 | -2 | 2% | 1%
COc1ccc(/C=C(/NC(=O)c2cccs2)C(=O)NCc2ccco2)cc1OC | 1% | ? | 5% | -30%[inhibitor][0.397 µM] | -3 | 3 | -2% | 2%
Cc1oc(-c2ccc(Cl)cc2)nc1CS(=O)CC(=O)NCCN1CCCCCC1 (stereo unspecified) | . | 14% | 3% | 1% | ? | -12 | 13% | 3%
CCOC(=O)c1c(C(C)(C)C)oc2ccc(O)cc12 | 0% | 23% | -6% | 18µM* | 25 | -2 | 5% | 10%
CCOC(=O)c1c(C)n(C)c2ccc(OCC(O)CN3CCCCCC3)cc12 (stereo unspecified) | -25% | 15% | -1% | -13% | ? | -9 | -2% | 2%
O=C(c1sc2ccccc2c1Cl)N1CCN(c2ccccc2F)CC1 | 25% | . | 0% | ? | 0 | 2 | 13% | 10%
CN(C)c1nc(OCC(=O)NC(C)(C)C)nc(N(C)C)n1 | -9% | 0% | 9% | -3% | 11 | 0 | -4% | -9%
CCS(=O)(=O)c1nc(S(=O)(=O)c2ccc(C)cc2)c(N2CCC3(CC2)OCCO3)s1 | -2% | 9% | 1% | 22% | -7 | 5 | 5% | -4%
NC(=O)c1cc(S(=O)(=O)NCCc2ccc(Cl)cc2)cs1 | 0% | 25% | -5% | -10% | -2 | -2 | 2% | -5%
COc1cccc(-c2nc3nc(C)cc(C)n3c2Nc2c(C)cccc2C)c1 | -3% | 25% | 9% | 4% | -19 | 6 | 7% | -11%
COC(=O)c1ccc(NC(=O)C2CCCN2S(=O)(=O)c2ccc(C)cc2)cc1 (stereo unspecified) | -3% | 1% | 2% | ? | -14 | -8 | 20% | -6%
COc1ccc(C(=O)NCc2ccc3c(c2)cc(C)n3C)cc1 | 4% | ? | 11% | ? | -1 | 2 | 15% | 0%
CCOC(=O)C1=C(C)NC(=O)NC1/C=C/c1ccccc1OC (stereo unspecified) | -9% | 15% | 5% | -3% | -15 | -5 | 12% | -3%
COc1ccc(Br)cc1CN1CCN(C(=O)c2cccc(OC)c2OC)CC1 | -1% | 4% | 1% | -11% | -29 | -25 | 8% | 3%
CC(=O)c1c(C)[nH]c(C(=O)CN2C(=O)NC(C)(c3ccc4c(c3)OCO4)C2=O)c1C (stereo unspecified) | 9% | . | 5% | 19% | 3 | 8 | 5% | -1%
CC(=O)Nc1cc(NC(C)=O)c(CC(C)C)s1 | 6% | 43% | -9% | -15% | -8 | -7 | 8% | 0%
Cc1cccc(C)c1-n1nnnc1-c1nc2ccccc2[nH]c1=O | -14% | -15% | 6% | -2% | ? | -12 | 7% | -3%
COc1ccccc1C1OC2=C(Nc3ccc([N+](=O)[O-])cc3N2)C1=O (stereo unspecified) | 11% | -5% | -14% | 10% | 11 | 2 | -1% | 7%
C=CCOC(=O)C1C(=O)CC(C)(O)C(C(=O)OCC=C)C1c1ccc(OC)cc1 (stereo unspecified) | 2% | 12% | 7% | -8% | 0 | 1 | 6% | -3%
CCOc1ccc(S(=O)(=O)N2CCCC(C(=O)NCC3CCCO3)C2)cc1 (stereo unspecified) | -4% | 10% | 8% | 3% | -7 | -6 | 4% | -2%
CC1CC(C)CN(C(=O)CSc2nnc(-c3ccc(Cl)s3)o2)C1 (stereo unspecified) | -14% | 14% | -10% | ? | 4 | 0 | 16% | 15%
COc1ccc(NC(=O)N2c3ccccc3C(C)=CC2(C)C)cc1 | -16% | 18% | -10% | -16%[9.22 µM] | -1 | 2 | 15% | -3%

New compounds follow
SMILES | Abeta yeast res | FUS yeast rescue | EPAC2 antag | TDP43 rescue | D3 antag | D3 ag | EPAC2 ag | aSyn yeast inh
COc1ccc(C(=O)Nc2ccc(S(=O)(=O)Nc3nccc(C)n3)cc2)cc1[N+](=O)[O-] | -9% | -18% | 7% | 0% | 65 | 1 | 2% | 3%
COc1ccc(-n2c(SCC(=O)Nc3ccc(Cl)cc3)nc(O)c(Cc3ccccc3)c2=O)cc1 | 8% | 5% | -20% | 18% | 6 | 2 | 9% | 3%
CCOC(=O)CN1C(=N)N(c2nc(NC(C)C)nc(OC)n2)CC1=O | 0% | 5% | 4% | 0% | -19 | 0 | 9% | -7%
COc1cc(OC)c(OC)cc1/C=C1\CCC(C2CCCC2)C1=O (stereo unspecified) | -11% | ? | -25% | 8% | 25 | 1 | 15% | -3%
CCCCN(CCCC)C1=C(C(=O)c2ccccc2)N(C)S(=O)(=O)c2ccccc21 | -4% | -17% | . | 6% | . | 2 | . | 16µM*
CCOc1ccc(NC(=O)NCc2ccc3c(c2)CCN3C(C)=O)cc1 | -23% | 21% | . | -4% | . | -19 | . | .
Cc1cc(N)n2ncc(-c3ccc(Cl)cc3)c2n1 | -29% | 12% | -1% | 8.9µM* | 25 | 1 | 6% | -12%
Cc1cc(=O)oc2cc(NC(=O)CCC(=O)O)ccc12 | 11% | 17% | 5% | -13% | 1 | 17 | -7% | 4%
O=C(NCc1ccccc1)C(c1ccc(O)cc1)N(C(=O)Cn1nnc(-c2cccs2)n1)c1ccc2c(c1)OCCO2 (stereo unspecified) | 7% | 34% | -20% | -17% | -21 | -12 | 20% | 10%
Cc1ccc(S(=O)(=O)NCC(=O)N2CCOCCOCCOCC2)cc1 | -3% | -14% | 21% | -9% | 3 | -16 | 6% | -6%
COc1ccc(C(C(=O)NC2CCCCC2)N(C(=O)CCl)c2cccc(Cl)c2)cc1 (stereo unspecified) | 9% | 5% | -1% | 0% | -21 | 1 | -5% | 7%
CC(C)CCNC(=S)Nc1ccccn1 | -8% | 2% | 5% | -2% | 12 | 3 | 0% | -5%
CCCN(C(=O)Cn1ncc2c([nH]c3ccccc32)c1=O)c1ccccc1C | 3% | 10% | 0% | -2% | -6 | -3 | 0% | 11%
Nc1ncnc2c1C1(CCCCC1)Cc1ccccc1-2 | 9% | . | 0% | 9% | -16 | -9 | 7% | 2%
Cn1ccc2c(OCC(=O)Nc3ccc(OC(F)(F)F)cc3)cccc2c1=O | 20% | 10% | . | 0% | . | 9 | . | .
COc1ccc(S(=O)(=O)NNC(=S)NCCc2ccccc2)c(OC)c1 | 4% | 10% | -3% | 23% | -23 | -4 | 13% | -3%
O=C(CSc1nnc(CNC(=O)c2ccco2)o1)Nc1ccccc1C(F)(F)F | 16% | 5% | 5% | 16% | 4 | 8 | 1% | ?
O=C(CNCc1ccc(Cl)cc1)NCc1ccco1 | 2% | 12% | -3% | 8% | -9 | -2 | -3% | 0%
CNC(=O)C(=O)N/N=C/c1cccnc1 | 2% | -11% | 5% | 12% | -14 | 9 | 1% | 9%
COc1ccc(S(=O)(=O)N2CCCCC2)cc1NC(=O)CNc1ccccc1C(C)=O | -6% | 8% | 2% | 16% | 3 | 9 | 12% | -1%
Cc1ccc(C)c(-n2nnnc2SCC(=O)Nc2cccc(-c3nnc4n3CCCCC4)c2)c1 | 1% | -3% | -4% | -29% | -15 | -6 | 11% | .
CCOC(=O)N1CCN(C(=O)c2cn(C)c(=O)c3c2c2ccccc2n3C)CC1 | -24% | ? | 9% | -14% | -18 | 20 | -4% | 0%
O=S(=O)(Nc1cccc(-c2ccc(N3CCCC3)nn2)c1)c1ccc(F)cc1F | -5% | -2% | . | 16% | . | 0 | . | .
O=C(O)C1CCN(c2ccccc2[N+](=O)[O-])CC1 | 7% | 12% | 12% | -23% | -24 | -7 | -1% | -1%
COc1ccccc1NC(=O)CCS(=O)(=O)c1ccccc1 | -6% | 7% | 6% | -13%[9.22 µM] | -14 | 3 | -3% | 11%

Next records.
SMILES | Abeta yeast res | FUS yeast rescue | EPAC2 antag | TDP43 rescue | D3 antag | D3 ag | EPAC2 ag | aSyn yeast inh
CC(C)(C)N1C(=O)c2c(C(=O)OCc3ccccc3)[nH]c(-c3ccccc3)c2C1=O | -11% | -25% | -1% | 22% | -3 | -7 | 0% | -4%
COCCNc1nc(NC(C)C)nc2ccsc12 | -15% | -5% | 10% | 2% | 18 | 4 | 5% | -1%
O=C1CN(C(=O)/C=C/c2cc(Br)ccc2F)CCN1 | -20% | 13% | 7% | -32%[inhibitor] | -3 | -8 | -1% | -5%
CC(=O)c1ccc(N2CCN(C(=O)C3CCN(S(=O)(=O)c4c(C)noc4/C=C/c4ccccc4F)CC3)CC2)cc1 | 10% | 37% | . | 22% | . | 2 | . | .
CCC(C(=O)NCCc1ccc(SC)cc1)n1nc(C)c2sc3ccccc3c2c1=O (stereo unspecified) | 20% | 22% | . | 29% | . | 1 | . | .
COC(=O)C1=C(N)Oc2cc(C)n(CC3CCCO3)c(=O)c2C1c1ccccc1 (stereo unspecified) | 13% | 5% | -2% | 5% | 1 | 1 | 3% | 2%
COc1cccc(Cn2nnc(C(=O)Nc3cc(Cl)ccc3OC)c2N)c1 | 5% | -13% | -4% | 10% | 6 | 5 | 15% | 1%
CCOC(=O)c1cc2c(ccn2C)n1Cc1ccccc1C | -1% | 14% | -11% | -17% | 9 | -15 | 22% | -27%

Random excerpt: 4 compounds from above.
SMILES | Abeta yeast res | FUS yeast rescue | EPAC2 antag | TDP43 rescue | D3 antag | D3 ag | EPAC2 ag | aSyn yeast inh
O=C1CN(C(=O)/C=C/c2cc(Br)ccc2F)CCN1 | -20% | 13% | 7% | -32%[inhibitor] | -3 | -8 | -1% | -5%
CC(=O)c1ccc(N2CCN(C(=O)C3CCN(S(=O)(=O)c4c(C)noc4/C=C/c4ccccc4F)CC3)CC2)cc1 | 10% | 37% | . | 22% | . | 2 | . | .
CCOC(=O)c1cc2c(ccn2C)n1Cc1ccccc1C | -1% | 14% | -11% | -17% | 9 | -15 | 22% | -27%
COCCNc1nc(NC(C)C)nc2ccsc12 | -15% | -5% | 10% | 2% | 18 | 4 | 5% | -1%

These rows are one share of the data; count on the stated rates, not on these rows.
